# Source: PubChem
# NCI-60 one-dose screen, 48 h, at 10 µM unless noted. Numbers give growth in % (100 = growth as untreated, 0 = no growth, -100 = all killed).
# NCI/ADR-RES: NCI/ADR-RES ovarian cells; hit rate 4.4% among 81,000; AID 1794790
# NCI-H226: NCI-H226 lung cancer. hit rate 3.5% among 79,000. AID 1794732
# NCI-H322M: NCI-H322M lung cancer. hit rate 2.7% among 80,000
# NCI-H23: NCI-H23 lung cancer | hit rate 4% among 80,000 | AID 1794731
# NCI-H522: NCI-H522 lung cancer | hit rate 8% among 78,000
# OVCAR-4: OVCAR-4 ovarian cancer cells; hit rate 3.7% among 80,000; AID 1794784
# SK-OV-3: SK-OV-3 ovarian cancer cells; hit rate 3.2% among 80,000; AID 1794785
# IGROV1: IGROV1 ovarian cancer. hit rate 4.7% among 79,000
# NCI-H460: NCI-H460 lung cancer | hit rate 6.8% among 82,000
# * marks the source's active call; other numbers are inactive results; x = no result given; & = joins results of further samples. How the source made its calls: active means growth percent below 10; inactive means the rest.
# Sample of the layout, 12 compounds:
SMILES,NCI/ADR-RES,NCI-H226,NCI-H322M,NCI-H23,NCI-H522,OVCAR-4,SK-OV-3,IGROV1,NCI-H460
C=C(C)C1CC=C(C)/C(=N\NC(=O)c2ccncc2)C1 (stereo unspecified),106,104,106,103,104,109,107,108,110
O=C(/C=C/c1cn(-c2ccccc2)nc1-c1ccc(O)cc1)c1ccc(O)cc1,94,97,96,94,86,87,98,95,102
COc1cc(C2CC(=O)Nc3c2c(C)nn3-c2nc3ccccc3[nH]2)cc2c1OCO2 (stereo unspecified),92,92,103,96,95,103,113,116,101
Cc1c2c[n+](C)ccc2c(C)c2c1[nH]c1ccc(O)cc12,90,77,88,77,93,101,89,87,60
CCN1CN2C(=O)N3CN(CC)CN4C(=S)N(C1)C2C34 (stereo unspecified),102,90,99,103,87,97,97,106,100
O=CC(CO)CC(C=O)n1cnc2c(=O)[nH]cnc21 (stereo unspecified),112,95,93,110,84,103,96,108,104
COc1ccc(/C=C2\CCCC3=C2NC(C)=NC3c2ccc(OC)c(OC)c2)cc1OC (stereo unspecified),11,-22*,47,29,-7.4*,21,7.0*,24,0.6*
CCn1c(SCC(=O)N/N=C/c2cn(-c3ccccc3)nc2-c2ccc(Cl)cc2)nc2c1c(=O)n(C)c(=O)n2C,97,94,104,99,86,101,110,106,95
O=C(O)CS(=O)c1ccc(Cl)cc1 (stereo unspecified),109,103,88,106,x,114,107,115,104
Cc1cc(=O)[nH]c(SCC(=O)NCCc2ccc(S(N)(=O)=O)cc2)n1,104,101,97,x,99,106,110,99,100
O=C(O)c1ccc(-c2ccc(/C=N/NC(=O)c3[nH]c4ccc(Br)cc4c3-c3ccccc3)o2)cc1O,101,94,92,98,87,86,109,111,104
C/C(=C(\c1ccc(OCCCN(C)C)cc1)c1ccc(OC(=O)c2ccccc2)cc1)c1ccc(Cl)cc1,102,101,89,103,69,114,101,102,105

# Results, from the first entry:
SMILES,NCI/ADR-RES,NCI-H226,NCI-H322M,NCI-H23,NCI-H522,OVCAR-4,SK-OV-3,IGROV1,NCI-H460
C=C(C)C1CC=C(C)/C(=N\NC(=O)c2ccncc2)C1 (stereo unspecified),106,104,106,103,104,109,107,108,110
O=C(/C=C/c1cn(-c2ccccc2)nc1-c1ccc(O)cc1)c1ccc(O)cc1,94,97,96,94,86,87,98,95,102
COc1cc(C2CC(=O)Nc3c2c(C)nn3-c2nc3ccccc3[nH]2)cc2c1OCO2 (stereo unspecified),92,92,103,96,95,103,113,116,101
Cc1c2c[n+](C)ccc2c(C)c2c1[nH]c1ccc(O)cc12,90,77,88,77,93,101,89,87,60
CCN1CN2C(=O)N3CN(CC)CN4C(=S)N(C1)C2C34 (stereo unspecified),102,90,99,103,87,97,97,106,100
O=CC(CO)CC(C=O)n1cnc2c(=O)[nH]cnc21 (stereo unspecified),112,95,93,110,84,103,96,108,104
COc1ccc(/C=C2\CCCC3=C2NC(C)=NC3c2ccc(OC)c(OC)c2)cc1OC (stereo unspecified),11,-22*,47,29,-7.4*,21,7.0*,24,0.6*
CCn1c(SCC(=O)N/N=C/c2cn(-c3ccccc3)nc2-c2ccc(Cl)cc2)nc2c1c(=O)n(C)c(=O)n2C,97,94,104,99,86,101,110,106,95
O=C(O)CS(=O)c1ccc(Cl)cc1 (stereo unspecified),109,103,88,106,x,114,107,115,104
Cc1cc(=O)[nH]c(SCC(=O)NCCc2ccc(S(N)(=O)=O)cc2)n1,104,101,97,x,99,106,110,99,100
O=C(O)c1ccc(-c2ccc(/C=N/NC(=O)c3[nH]c4ccc(Br)cc4c3-c3ccccc3)o2)cc1O,101,94,92,98,87,86,109,111,104
C/C(=C(\c1ccc(OCCCN(C)C)cc1)c1ccc(OC(=O)c2ccccc2)cc1)c1ccc(Cl)cc1,102,101,89,103,69,114,101,102,105
CC(=O)N1C(=O)c2ccccc2C1=O,109,100,97,97,98,109,115,107,110
COc1ccccc1CC(O)CNCC(C)C (stereo unspecified),94,97,113,95,96,110,104,95,105
CCCCC(=O)O[C@H]1CC[C@H]2[C@@H]3CCc4cc(O)ccc4[C@H]3CC[C@]12C,92,94,97,97,64,91,95,96,96
Nc1cc2ccc(S(=O)(=O)O)cc2cc1S(=O)(=O)O,101&105,103&112,85&103,101&86,x,114&153,103&97,90&109,108&106
Cc1[nH]nc2c1C(c1cc(=O)oc3ccc(Cl)cc13)CC(=O)O2 (stereo unspecified),99,101,86,102,71,112,98,96,107
CC(=O)Oc1cc(C)c2sc(=O)[nH]c2n1,95,89,109,96,91,101,100,95,102
CN(C)C(C)(C)CC(C)(C)C,103,100,116,103,x,108,109,106,108
CC(=O)O/C(C)=C(\C)C(C)=O,106,96,107,94,107,98,109,116,101
Cc1nc2sc3c(=O)[nH]c(-c4ccccc4Cl)nc3c2c(C)c1Br,95,95,105,92,81,103,84,98,104
O=C(N/N=C/c1cccnc1)c1ccccc1Nc1cccc(C(F)(F)F)c1,79,109,86,94,82,70,80,91,102
O=C(Oc1ccc(Cl)cc1Cl)c1ccc([N+](=O)[O-])cc1,108,110,124,108,82,122,106,121,100
O=C(O)COc1ccc(Cl)cc1CC(Cl)CCl (stereo unspecified),106,99,111,99,109,105,99,107,114
Nc1nc(=O)n(C2CC(O)C(CO)O2)cc1Cl (stereo unspecified),92,99,91,99,65,83,84,x,104
c1ccc2oc(-c3ccncc3)cc2c1,114,100,101,103,86,110,103,100,112
COc1ccc(-c2nc(-c3ccc(Cl)cc3)cn3c2nc2ccccc23)cc1,83,112,95,108,105,84,116,103,108
CCn1nc(-c2ccccn2)c2cccnc2c1=S,92,94,87,37,71,26,95,x,54
CC(=O)[C@@]1(O)[C@H](O)C[C@H]2[C@@H]3CCC4=CC(=O)C[C@]4(C)[C@H]3CC[C@@]21C,101,100,99,99,98,101,94,111,106
Cc1ccc(S(=O)(=O)Nc2ccc(Cl)cc2C(=O)O)cc1,116,92,118,x,105,112,115,131,106
O=C(O)c1ccc(-n2c(-c3ccc(Cl)cc3)nc(-c3ccccc3)c2-c2ccccc2)cc1,106,92,99,97,89,115,103,96,110
COc1cc(/C=N/Nc2nnc3n2N=C(c2ccccc2)CS3)ccc1O,107,98,101,102,84,105,98,94,106
CCCCc1nc(Cl)c(C2CC(c3ccc4c(c3)OCO4)=NN2C(C)=O)[nH]1 (stereo unspecified),95,82,95,96,82,107,99,93,98
O=C(OC(=O)c1cccc2ccccc12)c1cccc2ccccc12,100,90,104,100,99,100,109,103,103
O=C(O)CCCN1C(=O)CSC1=S,103,111,100,104,93,102,109,103,101
COc1ccc(/C=N/NC(=O)c2ccc(C)nc2)cc1,100,91,106,95,71,97,100,75,98
C=CCN1C(=O)/C(=C\C(=O)OC)S/C1=N/NC(=O)COc1cc(=O)n(C)c2ccccc12,101,91,96,94,89,102,99,96,107
O=[N+]([O-])c1cc(Br)c(F)cc1F,112,105,97,106,104,124,117,110,102
OCCSc1ccc(Cl)cc1,102&108,99&116,96&114,102&112,77&101,100&104,87&112,94&109,107&108
C=CCC1CCC/C1=N\O (stereo unspecified),110,96,107,106,103,123,98,119,107
Cc1c(C(=O)NC(Cc2ccccc2)C(O)C(N)=O)[nH]c2ccccc2c1=O (stereo unspecified),107,99,104,101,99,102,108,105,105
O=C(O)[C@H]1/C(=C/CO)O[C@@H]2CC(=O)N21,104,102,102,94,81,107,110,116,113
C(CCN1CCCCC1)=C(c1ccccc1)c1ccccc1,96,101,91,102,87,94,92,95,111
COc1ccc(S(=O)(=O)NCCCNc2cc(-c3c(-c4cccc(OC)c4)nc4sccn34)ccn2)cc1,32,38,68,60,53,36,73,52,44
CCCN1CCN(C(=S)SC(SC(=S)N2CCN(CCC)CC2)C(=O)c2nnn(-c3ccc(Cl)cc3)c2C)CC1,95,90,104,95,59,92,116,48,97
NS(=O)(=O)c1ccc(CCn2c(SCc3ccc(Br)cc3)nc3ccccc3c2=O)cc1,89,102,92,99,84,97,109,104,100
Nc1nc(SCc2cccc(CCl)c2)c2[nH]cnc2n1,90,83,109,99,77,89,109,82,77
COc1ccccc1NC(=O)N=Nc1c(O)[nH]c2ccccc12,94,86,81,90,83,105,98,82,104
O=C1Nc2ccc(Br)cc2/C1=N/N=C/c1ccc(F)cc1,102,99,107,101,90,97,95,102,112
O=C(C[N+]12CN3CN(CN(C3)C1)C2)c1ccc(Cl)cc1,110,99,106,108,91,112,x,58,112

# Further results follow.
SMILES,NCI/ADR-RES,NCI-H226,NCI-H322M,NCI-H23,NCI-H522,OVCAR-4,SK-OV-3,IGROV1,NCI-H460
CC1=C(Cl)C(P(=O)(c2ccccc2)c2ccccc2)CP(=O)(c2ccccc2)C1 (stereo unspecified),94,101,106,96,97,140,121,x,105
O=S(=O)(Nc1cccc(F)c1)c1cccc(C(F)(F)F)c1,101,98,95,101,73,95,104,97,99
Cc1ccc(NC2(C(N)=O)CCCC2)cc1,111&105,113&98,127&111,109&101,102&81,112&113,97&105,122&106,104&111
O=c1cc(CCc2ccccc2)[nH]c(=O)[nH]1,109,99,97,108,x,104,105,103,103
c1ccc(-c2cn3nc(-c4c[nH]c5ccccc45)sc3n2)cc1,84,77,71,88,61,70,80,57,89
O=C(O)c1cccc([N+](=O)[O-])c1/C=C/c1ccccc1,103,97,91,102,116,83,95,95,103
CC(C)(C#N)NC1CCCCC1,97,97,110,96,102,94,104,115,106
c1coc(-c2cn3ccnc3c(-c3ccco3)n2)c1,105,92,102,95,105,93,94,105,100
CCN1CCN(CCOc2ccc(CNc3ccc4nc(CCC(C)C)[nH]c4c3)cc2)CC1,98,90,107,89,109,97,114,101,109
Cc1cccc(NC(=S)Nc2cccc(C)n2)n1,125,89,103,116,91,103,108,x,101
CN(C)CCCn1c2c(c3ccccc31)CCCCCC2,96,108,98,98,93,99,100,x,92
N#CCn1c(C(F)(F)F)nc2nc(Cl)c(Cl)nc21,105,104,91,108,x,95,113,104,106
N#Cc1c(NC(=O)c2cccs2)[n+]([O-])c2ccc(F)cc2[n+]1[O-],111,89,99,99,87,86,83,69,99
Cc1ccc(Nc2cc(Cl)nc(N)n2)c([N+](=O)[O-])c1,95,92,x,95,88,91,110,x,98
COC(=S)SCc1cc(=O)oc2ccc(Cl)cc12,99,103,97,91,80,97,97,83,101
CSc1nc(-c2ccco2)c2c(N)nn(S(=O)(=O)c3ccccc3)c2n1,95,79,89,98,80,98,81,85,108
NC(=O)c1ncc(Cl)cc1Cl,99,98,105,100,104,109,114,102,110
O=C(/C=C/c1cccc(O)c1)Oc1ccc(/C=C/c2cc(OC(=O)/C=C/c3cccc(O)c3)cc(OC(=O)/C=C/c3cccc(O)c3)c2)cc1,92,97,108,98,55,98,74,134,100
C[n+]1ccc(C2(C)OCCO2)cc1,122,98,100,114,93,93,107,118,109
Cc1ncncc1N,105,95,103,98,95,113,93,109,102
Nc1ccc(S(=O)(=O)Nc2cnccn2)cc1,100,101,85,100,93,106,94,105,98
CC/C=C\C[C@@H](O)C/C=C1/C(=O)C=C[C@H]1C/C=C\CCCC(=O)OC,11,8.9*,12,22,-68*,45,99,x,-33*
Cc1nc2c(cnn2-c2ccccc2)c(=O)n1-c1ccc(NC(=O)c2ccc([N+](=O)[O-])cc2)cc1,53,49,83,49,61,52,96,69,74
COCC(=O)CCN1CCCCC1,109,105,106,108,100,110,106,111,113
COc1cc2oc(-c3cccc(C(=O)Nc4ccc(C)cc4)c3)cc(=O)c2c(O)c1OC,84,95,69,81,75,61,x,95,83
C=C1c2nc3ccccc3n2C=C(c2ccccc2)N1Cc1ccc(Cl)cc1,84,93,97,81,74,104,108,76,92
CCN1C(=O)N(CC)C2C1NC(=O)N2/N=C/C=C/c1ccccc1 (stereo unspecified),39,75,64,65,2.1*,64,37,53,24
O=c1[nH]c2cc(Cl)ccc2nc1/C(=N\O)C(O)c1ccc([N+](=O)[O-])cc1 (stereo unspecified),109,103,106,109,92,106,100,98,108
COc1ccc(C2CC(c3ccc(S(=O)(=O)NCCNc4nc(Nc5ccc(F)cc5)nc(N(C)C)n4)cc3)=Nc3c(N)nc(N)nc3N2)cc1 (stereo unspecified),100,84,97,90,89,84,108,96,74
O=C(O)CCC(=O)c1cccc2ccccc12,103,89,101,107,84,108,98,103,106
CCOC(=O)CC(C#N)C(=O)OCC (stereo unspecified),106,109,85,102,96,88,102,101,105
O=C(NCCCNC(=O)OCc1ccc2cccc(O)c2n1)OCc1ccc2cccc(O)c2n1,42,71,59,70,18,39,77,24,26
O=[N+]([O-])c1ccc2c(N3CCC(CCCC4CCN(c5ncnc6cc([N+](=O)[O-])ccc56)CC4)CC3)ncnc2c1,34,63,97,50,55,52,73,88,68
CC(=C/c1ccccc1)/C=N/N=C(N)N,87,99,93,99,72,x,97,86,95
COc1cc(-c2nc(SC(C)C)nc(Nc3ccc([N+](=O)[O-])cc3[N+](=O)[O-])c2C#N)cc(OC)c1OC,95,102,105,100,91,94,110,116,103
CC1CN(CCOC(=O)C(c2ccccc2)C2C=CCCC2)CC1C (stereo unspecified),103,98,97,95,100,98,112,101,102
C/C(=N\O)[C@@H]1CC[C@]2(C(N)=O)CC[C@]3(C)[C@H](CC[C@@H]4[C@@]5(C)CC/C(=N/O)C(C)(C)[C@@H]5CC[C@]43C)[C@@H]12,101,101,98,97,79,87,86,92,88
COc1ccc(-c2nc3ccc(-c4nnc(SCC(=O)Nc5ccc(OC)c(OC)c5)o4)cc3[nH]2)cc1,107,93,109,101,97,108,115,112,109
